# PglD DTNB – inhibitors of Campylobacter jejuni PglD acetyltransferase. purified PglD enzyme, DTNB colorimetric CoA detection. 0.098% of 360,000 active. inhibition, % at 12.5 µM; in the data active means inhibition above about 16%, passing the limit was not always enough; further: strong numbers were not always called active
# F508del corr – correctors of CFTR F508del function in bronchial epithelial cells; 0.36% of 350,000 active; CFBE cells, YFP halide quenching; stimulated with forskolin plus potentiator P3; % fluorescence drop versus neutral controls; activity (quench increase), % at 7.58 µM; AID 720511;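 active means mean added fluorescence quench of at least 8% versus neutral control, with both replicates also reaching 8%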;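 further: cells transiently co-express mutant CFTR-F508del with the halide-sensitive YFP; corrector assay measuring rescue of mutant channel to the surface after 24 h compound exposure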
# GSIS activator – primary screen for activators of insulin secretion dependent on glucose, INS-1E cells, GLuc reporter luminescence | INS-1E GLuc reporter insulin secretion, 2-3 h | AID 743287 | 0.61% of 370,000 active | activation, % at 16.6 µM;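 active means lowest replicate activation of at least 40%, so every replicate reaches that level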;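 further: 0% = median of neutral control wells and 100% = median of IBMX positive control wells; some compounds called inactive have numbers as strong as hits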
# Cneo AK release – causes C. neoformans cell lysis. lysis activity, % at 15 µM. adenylate kinase release luminescence, 4 h; normalised: neutral wells 0, clomiphene wells 100. 0.2% of 360,000 active;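 active means mean lysis activity across replicates of at least 80%, whatever share of replicates individually reach that level; inactive means mean lysis activity below 80%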
#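 Assay system: log-phase C. neoformans yeast / Quantity: yeast cell density of 5 × 10^6 cells/mL / Medium: fresh YPD growth medium / Compound: single dose / Timing: static 4 h at 37 °C with compound, 1 h detection / Measured by: adenylate kinase release luminescence / Read-out: lysis from increased AK signal / Benchmarks: Clomiphene as positive lysis control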
# PGC1a acetyl inh – modulators of PGC1a acetylation; U2OS PGC1a acetylation, AlphaScreen anti-acetyl-lysine; with virally co-expressed GCN5 acetyltransferase; inhibition, % at 15.6 µM; 0.17% of 350,000 active;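 active means every replicate shows inhibition of at least 40%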;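 further: 0% = neutral control wells and 100% = positive control wells; some results beyond the cut were filed as inactive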
# FN deposit inh – fibronectin deposition inhibition; inhibition, % at 12.6 µM; AH1F fibroblasts, Alexa488-fibronectin deposition fluorescence, overnight; 0.086% of 350,000 active;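 active means mean inhibition across replicates of 30% or more, regardless of how many single replicates reach that level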;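 further: positive control wells lacked labelled fibronectin entirely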
#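 Schedule: 1 h cell adhesion before compound, then overnight fibronectin incubation; test system: AH1F fibroblast monolayer depositing Alexa488-labelled fibronectin into matrix; quantity: 10000 AH1F cells per well; probe or stimulus: fluorescent fibronectin at 24 nM final; signal: fluorescence, ex 485 nm, em 525 nm; evaluation: percent inhibition as loss of matrix-bound fibronectin fluorescence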
# C2C12 statin – suppressors of simvastatin-induced myotoxicity in C2C12 myotubes. ATP luminescence, 48 h; scaled: DMSO 0, geranylgeraniol control 100. rescue of ATP level, % at 7.49 µM. 0.78% of 330,000 active. AID 602340;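 active means mean ATP rescue above about 67%, or every replicate alone reaching that limit, limit read from the data, passing the limit was not always enough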;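 further: myotubes were challenged with 10 µM simvastatin during compound exposure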
# miR122 inh – inhibitors of miR-122 in Huh7 cells; Huh7 miR-122 Renilla luciferase sensor, 48 h; neutral wells = 0, positive control = 100; activation (reporter increase), % at 12.5 µM; 0.3% of 340,000 active; AID 602342;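 active means mean replicate activation score at least 90 and every replicate individually at or above 90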;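 further: higher luciferase means less miR-122 activity so hits act as miR-122 inhibitors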
# The depositor's hits bear a star; nt = no result given; [ ] = dose if it differs, or a comment. Random draw from the library; about 2.1% have a hit in one of these screens.
SMILES,PglD DTNB,F508del corr,GSIS activator,Cneo AK release,PGC1a acetyl inh,FN deposit inh,C2C12 statin,miR122 inh
COc1cccc(-c2ccc3c(c2)[C@@H]2[C@@H](CCN2S(=O)(=O)C2=NC(C)C=N2)[C@H](CO)N3C)c1 (stereo partly specified),-1.6,-0.6,-20.9,-26.0,-7.0,-1.2,4.9,3.7[16.7 µM]
CCOC(=O)N(NC(=O)C(O)(c1ccccc1)c1ccccc1)c1ccccc1,-5.4,nt,-6.2,-5.8,-29.4,7.6,nt,10.6
O=C(/C=C/c1ccc2c(c1)OCO2)Nc1c(C(=O)O)[nH]c2ccccc12,4.1,1.1,-13.6,-1.3,1.3,3.2,nt,-0.1
C[C@H](CO)N1C[C@H](C)[C@@H](CN(C)Cc2ccc(C(F)(F)F)cc2)Oc2ccc(NC(=O)Nc3ccc4c(c3)OCO4)cc2C1=O,-1.6,-2.1,-37.8,-3.8,-11.1,nt,nt,-2.2[16.7 µM]
COC(=O)c1ccc(OCC(O)CN2CCC(C)CC2)cc1 (stereo unspecified),-1.2,1.9,1.4,6.5,-3.0,-5.3,-6.0,-7.1
CC(NS(=O)(=O)c1ccc2c(c1)OCCO2)c1ccccc1 (stereo unspecified),-2.3,-2.6,10.0,0.6,-15.9,6.9,8.8,-10.0
C[C@@H]1CN([C@@H](C)CO)S(=O)(=O)c2ccc(C3=CCCC3)cc2O[C@@H]1CN(C)Cc1ccccc1,1.7,-0.6,-2.4,11.1,4.4,nt,-12.3,3.9[16.7 µM]
O=C(CC1C(=O)NCCN1Cc1ccccc1C(F)(F)F)NC1CCCC1 (stereo unspecified),-12.3,1.8,14.4,0.4,nt,2.6,4.4,nt
CN(C(=O)c1cccc(C#CC(C)(C)O)c1)C1CCCN(Cc2ccccc2F)C1 (stereo unspecified),10.7,-3.9,-0.4,-1.4,0.7,-2.0,-6.0,3.6
CCCC(O)C#Cc1cnc2c(c1)C(=O)N([C@H](C)CO)C[C@H](C)[C@H](CN(C)S(C)(=O)=O)O2 (stereo partly specified),-0.6,0.8,3.1,0.2,15.0,0.3,9.5,5.3[16.7 µM]
O=C(NC1CCCC1)c1cccc(S(=O)(=O)N2CCCC2)c1,3.0,0.6,10.7,5.1,6.1,1.7,0.7,nt
COC(=O)CC(=O)CSc1nc2c(cc1C#N)CCC2,-0.6,nt,nt,-1.4,5.0,nt,17.3,-0.7
CCCC(NC(=O)Cc1c(C)c2c(cc(C)c3c(C)coc32)oc1=O)C(=O)O (stereo unspecified),-0.1,2.8,4.8,5.9,nt,1.5,8.1,-1.5
Cc1ccc(S(=O)(=O)N[C@@H]2CC[C@@H](CCNC(=O)c3ccc4c(c3)OCO4)O[C@H]2CO)cc1,2.8,-0.8,-20.5,-6.0,-6.3,nt,-3.8,nt
C[C@@H]1CCCCO[C@H](CN(C)Cc2ccc(Cl)c(Cl)c2)[C@@H](C)CN([C@@H](C)CO)C(=O)c2cc(NC(=O)Nc3ccccc3)ccc2O1,2.5,0.0,-18.0,8.0,-0.3,5.8,-452.6,-4.7[16.7 µM]
CCOC(=O)c1nnn(-c2nonc2-n2cccc2)c1CN1CCCCC1,2.4,nt,nt,-0.4,-15.4,nt,-5.7,-1.3
CC(C)C#Cc1ccc([C@@H]2[C@@H](CO)N3CCCCN(C(=O)c4ccc5c(c4)OCO5)C[C@@H]23)cc1,-2.4,1.0,5.3,-2.5,0.2,nt,nt,-25.1[16.7 µM]
CCN(CC)CCOC(=O)/C=C/c1ccccc1OC,-6.4,nt,45.0,1.5,5.0,nt,nt,2.0
CNC(=S)N(Cc1cc2cc(C)cc(C)c2[nH]c1=O)C1CCCC1,nt,1.7,-6.0,nt,-9.1,7.3,nt,nt
CNC(=O)C[C@@H]1CC[C@@H]2[C@H](COc3ccc(NC(=O)Nc4ccccc4OC)cc3C(=O)N2C)O1,0.5,-0.8,4.9,-0.5,4.4,1.6,8.5,8.3[16.7 µM]
O=C(Nc1ccc2c(c1)[C@@H]1C[C@@H](CC(=O)N3CCOCC3)O[C@H](CO)[C@@H]1O2)C1CCC1,10.4,-0.7,-7.3,1.4,-6.0,10.8,2.4,-0.1[16.7 µM]
COCCNC(=O)C[C@@H]1CC[C@@H]2[C@H](COc3ccc(NC(=O)C4CCOCC4)cc3C(=O)N2C)O1,5.7,-2.7,1.7,-3.6,1.6,-16.7,-29.3,-2.5[16.7 µM]
O=C(NCC1CCCO1)c1ccc2c(c1)S(=O)(=O)c1ccccc1C2=O (stereo unspecified),4.5,0.8,14.8,-6.4,nt,17.8,7.1,nt
CCN(CC)S(=O)(=O)c1ccc(N2CCN(c3cccc(OC)c3)CC2)c([N+](=O)[O-])c1,9.2,nt,-20.1,2.7,4.3,-3.0,nt,-3.9
CO[C@@H]1CN(C)C(=O)c2ccc(NC(=O)Nc3ccccc3F)cc2OC[C@@H](C)N(C(=O)Nc2ccccc2F)C[C@H]1C,0.6,1.2,-18.2,0.4,-2.7,-9.0,10.9,-2.0[16.7 µM]

# Whole records as entered above:
# Shown for O=C(Nc1ccc2c(c1)[C@@H]1C[C@@H](CC(=O)N3CCOCC3)O[C@H](CO)[C@@H]1O2)C1CCC1 : PglD DTNB: 10.4; F508del corr: -0.7; GSIS activator: -7.3; Cneo AK release: 1.4; PGC1a acetyl inh: -6.0; FN deposit inh: 10.8; C2C12 statin: 2.4; miR122 inh: -0.1[16.7 µM]
# Shown for O=C(/C=C/c1ccc2c(c1)OCO2)Nc1c(C(=O)O)[nH]c2ccccc12 : PglD DTNB: 4.1; F508del corr: 1.1; GSIS activator: -13.6; Cneo AK release: -1.3; PGC1a acetyl inh: 1.3; FN deposit inh: 3.2; C2C12 statin: nt; miR122 inh: -0.1

# Look-ups from above:
# `O=C(NC1CCCC1)c1cccc(S(=O)(=O)N2CCCC2)c1` in PGC1a acetyl inh: 6.1
# `COC(=O)c1ccc(OCC(O)CN2CCC(C)CC2)cc1` (stereo unspecified) in C2C12 statin: -6.0
# `COCCNC(=O)C[C@@H]1CC[C@@H]2[C@H](COc3ccc(NC(=O)C4CCOCC4)cc3C(=O)N2C)O1` in GSIS activator: 1.7

# The list goes on.
SMILES,PglD DTNB,F508del corr,GSIS activator,Cneo AK release,PGC1a acetyl inh,FN deposit inh,C2C12 statin,miR122 inh
CCCC#Cc1ccc2c(c1)O[C@H](CN(C)S(=O)(=O)c1cccc(F)c1)[C@@H](C)CN([C@H](C)CO)S2(=O)=O,-1.4,-2.5,-10.9,4.5,-0.4,-2.8,-35.1,35.7[16.7 µM]
O=C(CSc1nnc(Cc2ccccc2)n1Cc1ccccc1)NCc1ccco1,0.6,nt,-15.6,-0.8,-1.2,nt,17.4,-2.7
CCC(C)[C@H](NC(=O)NCc1ccco1)C(=O)O (stereo partly specified),4.3,0.8,6.3,5.9,6.8,nt,24.8,-5.9
COc1ccc(C(CNC(=O)c2ccc(S(=O)(=O)N(C)C)cc2)N2CCCC2)cc1 (stereo unspecified),2.5,-6.3,-3.1,2.5,2.3,nt,-3.2,-3.3
CCc1nnc(NC(=O)c2ccc(COc3ccccc3C)o2)s1,1.6,0.2,3.0,4.8,nt,-0.9,-4.5,-4.0
O=C1C2CC=C(Cl)CC2C(=O)N1CCCCCCN1C(=O)C2CC=C(Cl)CC2C1=O (stereo unspecified),11.9,nt,nt,-0.4,5.3,nt,-56.0,-1.5
C[C@@H]1CN([C@H](C)CO)C(=O)c2cc(C#CCN(C)C)cnc2O[C@H]1CN(C)S(=O)(=O)c1ccccc1,-2.5,0.1,5.5,5.9,6.0,-6.5,-19.8,11.0[16.7 µM]
COc1ccc(OC)c(C(=O)Cn2nnc3ccccc3c2=O)c1,-1.2,nt,nt,5.0,-3.1,nt,3.4,nt
COc1ccc(OC)c(S(=O)(=O)NCc2ccccn2)c1,5.4,-1.8,0.5,-2.1,nt,14.9,7.3,27.5
Cc1ccc(C(=O)NCC(=O)OCC(=O)c2c(N)n(C)c(=O)n(C)c2=O)s1,0.2,nt,nt,2.7,24.0,nt,6.6,-6.8
O=C(N/N=C/c1cccnc1)C12CC3CC(CC(C3)C1)C2,nt,-1.4,-19.0,nt,6.2,1.7,nt,nt
O=S(=O)(c1cccc(F)c1)N1CC[C@H]2[C@H](CO)Nc3ccc(-c4cccc(F)c4)cc3[C@H]21,0.8,2.6,-1.9,-22.9,-2.8,35.5*,17.5,47.0[16.7 µM]
CC(C)=CCCC(C)=CCN1C(=O)CN(C)C1=O,-0.9,0.5,-5.6,1.1,-3.2,-1.7,-0.1,-1.0
COc1ccccc1Cc1c(-c2ccc(F)cc2)nc2ccc(Cl)cn12,1.8,0.4,nt,-0.7,7.0,13.2,-1.2,0.0
CN1C(=O)c2cc(NC(=O)c3ccno3)ccc2OC[C@H]2O[C@@H](CC(=O)Nc3ccccc3)CC[C@@H]21,-1.2,0.8,0.9,31.0,2.4,-18.6,21.6,1.2[16.7 µM]
CC1CCN(C(=S)NC(=O)c2ccccc2)CC1,-4.5,nt,nt,5.3,1.9,nt,nt,-2.8
O=C(NCC[C@@H]1CC[C@@H](NC(=O)C2CCCCC2)[C@@H](CO)O1)c1cnccn1,15.6,0.6,-6.5,-1.5,-9.2,-5.3,-1.2,nt
COc1cc(C)c(C(C)C)cc1S(=O)(=O)n1cnc(C)c1,-2.0,-1.7,1.8,-1.1,-0.2,16.1,-17.7,152.2*
C[C@@H](NC(=O)[C@@H]1Cc2ccccc2CN1)C(=O)Nc1ccc2c(c1)OCO2,6.7,-3.4,-3.7,3.1,0.3,nt,2.2,-1.6
CC(=O)N(c1ccc(C(F)(F)F)cc1)S(=O)(=O)c1ccc(N2C(=O)CCC2=O)cc1,-2.8,-0.9,-9.3,0.8,nt,nt,5.8,0.1
CCCc1ccc(C(=O)COC(=O)CN2C(=O)NC3(CCCCC3C)C2=O)cc1 (stereo unspecified),4.3,-2.5,2.9,-2.7,0.3,1.2,-5.6,-7.9
CC(COc1ccccc1)N(CCCl)Cc1ccccc1 (stereo unspecified),0.3,-9.2,-3.5,-3.1,5.5,0.1,-0.7,-3.2
COc1cccc(/C=C/c2ccc3cccc(O)c3n2)c1,6.7,4.1,12.3,-1.1,nt,21.2,30.3,nt
CCCNC(=O)N1C[C@H]2[C@@H](c3ccccc31)[C@@H](CO)N2Cc1ccc(OC)cc1,1.2,0.7,1.7,-0.6,2.0,nt,-1.0,27.6[16.7 µM]
COc1ccc(CCNC(=O)CN(c2ccc(OC)c(OC)c2)S(C)(=O)=O)cc1OC,-0.6,nt,23.0,1.4,-0.5,-9.8,-0.2,3.4
CC(=O)c1cccc(OCC(=O)Nc2ccccc2N2CCOCC2)c1,0.0,-0.4,3.0,-2.6,-4.5,-1.4,6.8,93.3*
Cc1ccc(N(C(=O)c2csnn2)C(C(=O)NC2CCCC2)c2cccnc2)c(C)c1 (stereo unspecified),-3.6,-0.1,-6.1,4.0,nt,-6.5,-0.3,-4.2
COc1cccc(C(=O)NC(C)CCc2ccccc2)c1 (stereo unspecified),7.0,0.3,4.9,2.5,5.4,6.8,8.5,-4.9
Cc1ccccc1-c1nnc(SCC(=O)c2c(N)n(C3CC3)c(=O)[nH]c2=O)o1,-6.9,-1.5,8.4,0.2,-2.1,-8.2,-8.7,nt
O=C(CSc1nnc(SCc2ccc(Cl)cc2)s1)N1CCOCC1,-1.7,nt,nt,-4.1,3.5,1.5,2.3,-13.7
